# mcGAS lum: inhibitors of mouse cGAS; actives 0.15% (n = 160,000); inhibition, % at 12.5 µM; recombinant cGAS, Kinase-Glo ATP depletion luminescence;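 note: 0% = negative control wells and 100% = reference inhibitor with no enzyme activity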
# NPYLR7 agonist: mosquito NPYLR7 agonism | HEK293T NPYLR7/Galpha15, GCaMP6s calcium fluorescence | activation, % at 10 µM | AID 1259423 | actives 0.15% (n = 270,000); in the data active = activation above about 40%;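 note: 0% = vehicle and 100% = reference agonist at the receptor; some compounds past the cut are filed as inactive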
# hcGAS lum: human cGAS inhibition. recombinant h-cGAS, ATP depletion, Kinase-Glo luminescence. inhibition, % at 12.5 µM. actives 0.081% (n = 290,000). Q8N884;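 note: 0% = vehicle reaction and 100% = reaction without DNA for no activity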
# Target sequence (Q8N884 whole entry, looked up): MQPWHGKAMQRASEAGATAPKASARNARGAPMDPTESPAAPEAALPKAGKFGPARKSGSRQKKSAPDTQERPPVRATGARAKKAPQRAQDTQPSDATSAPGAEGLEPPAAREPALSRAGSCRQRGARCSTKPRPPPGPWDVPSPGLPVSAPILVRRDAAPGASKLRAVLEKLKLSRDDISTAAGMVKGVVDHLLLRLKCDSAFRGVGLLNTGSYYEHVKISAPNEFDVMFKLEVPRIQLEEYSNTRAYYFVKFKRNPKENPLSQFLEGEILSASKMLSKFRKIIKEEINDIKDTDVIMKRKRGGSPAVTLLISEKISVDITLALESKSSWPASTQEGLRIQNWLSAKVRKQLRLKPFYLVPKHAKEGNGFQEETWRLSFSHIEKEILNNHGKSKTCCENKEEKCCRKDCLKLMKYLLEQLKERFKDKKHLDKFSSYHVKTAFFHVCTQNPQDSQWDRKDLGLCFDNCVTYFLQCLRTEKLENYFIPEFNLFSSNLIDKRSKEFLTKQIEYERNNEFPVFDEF
# An asterisk follows results filed as active; · = no result given; & = joins results of further samples. Cut-off read from the data, not from the text of the source, unless noted: active = inhibition above about 40%; inactive = the rest.
SMILES | mcGAS lum | NPYLR7 agonist | hcGAS lum
C=CC[C@@H]1CC=C[C@@H](C)N1C(=O)Cn1ccc(=O)c2ccccc21 | · | 20 | -9
Cc1cc(C)cc(-c2ccc(-n3cncc3C(=O)N3CCC3)cc2)c1 | -5 | -5 | -2
COCCNC(=O)c1c(NC(=O)c2cc(OC)c(OC)c(OC)c2)sc2c1CCCC2 | -7 | 0 | -6
O=c1oc2ccc3ccccc3c2cc1-c1csc(Nc2ccc(F)cc2)n1 | -4 | 12 | -3
CCCCCCCCc1nc(=S)[nH][nH]1 | · | 7 | -7
COc1ccc(Cl)c2sc(N(CCN(C)C)C(C)=O)nc12 | · | 8 | -3
CCOC(=O)c1c(NC(=O)CN2CC(C)OC(C)C2)sc2c1CCC(C)C2 (stereo not given) | 0 | -6 | 1
O=C(NC1CC1)c1cc(-c2ccccc2F)n2nc(-c3ccccc3)cc2n1 | -5 | 20 | -3
CC(C)n1cc(C2c3[nH]c4ccccc4c3CCN2Cc2cnc(N3CCCC3)s2)cn1 (stereo not given) | -10&-3 | 12&-12 | -8&-3
CNC(=S)NN=Cc1cc(OC)c(OC)cc1OC | · | 2 | -1
O=S(=O)(c1ccc2c(c1)OCCO2)N1CCN(Cc2ccc3c(c2)OCO3)CC1 | · | 11 | 6
CC1=NC2(O)c3ccccc3C(=O)C2(O)C1C#N (stereo not given) | -3 | 4&0 | 4&-5
CN(C)CC1(O)CCCN(C(=O)c2cnc(N3CCOCC3)nc2)C1 (stereo not given) | -16 | -2 | -5
Cn1nnnc1SCC1=C(C(=O)O)N2C(=O)C(NC(=O)C(OC=O)c3ccccc3)C2SC1 (stereo not given) | · | -2&39 | -2&-2
CCN1CCN(CC(N)=O)C(=O)C1=O | · | -1 | -4
c1cncc(NCCNC2CCSCC2)c1 | · | 4 | -4
Cc1cc2cccc(C(=O)N3CCN4CCN(C)C(=O)C4C3)c2o1 (stereo not given) | -16 | 29 | -4
CC1Cc2cc(-c3cc(CC(=O)NCCC4=CCCCC4)no3)ccc2O1 (stereo not given) | -1 | -1 | 3
O=C1NC(=S)S/C1=C\c1ccc(OCCOc2ccc(C3CCCCC3)cc2)cc1 | -6 | 0 | -1
COc1cc2c(cc1OC)C(c1cccc(C(F)(F)F)c1)N(C(=O)c1ccc(F)cc1)CC2 (stereo not given) | -3 | 18 | -4
COc1cc(NC(=O)N(CC(=O)Nc2cc(C(C)(C)C)nn2-c2ccccc2C)C(C)C)cc(OC)c1 | -5 | -5 | -11
COc1ccc(C(=O)N2C(C(=O)NCc3ccccn3)COC23CCN(C(=O)c2ccccc2Cl)CC3)cc1 (stereo not given) | -5 | 7 | -6
Cc1cc(C(=O)Nc2nnc(-c3cc(C)n(C)n3)o2)nn1C | -3 | -11 | -1
Cn1c(=NN=CC(Br)=Cc2ccccc2)sc2ccccc21 | · | 0 | -5
O=C(O)/C=C/c1cnc[nH]1 | -4 | 4 | 5
CCN1CCN(C(c2ccc(F)cc2)C2Sc3ncnn3C2=O)CC1 (stereo not given) | -6 | 3 | -4
CC1(C(=O)NS(=O)(=O)c2ccc(F)cc2F)CCN1C(=O)Cc1ccccc1Cl (stereo not given) | · | 5 | -9
COc1ccc(-n2nnc3c(SCc4ccc(C)cc4)ncnc32)cc1 | 0 | -1 | 0
O=C(c1ccc(CSc2nnc(Cc3ccccc3)n2-c2ccc(F)cc2)cc1)N1CCCC1 | -5 | 1 | 1
Cc1[nH]n(-c2nc3ccccc3s2)c(=O)c1C=NC1CCN(Cc2ccccc2)CC1 | · | 2 | -7
COc1ccc(C(C)=O)cc1CC(=O)N(C)C(C)c1ccc(F)c(F)c1 (stereo not given) | · | -2 | 0
CC(NC(=O)CSc1ncc(-c2ccc(Cl)cc2)o1)C1CC1 (stereo not given) | · | 3 | 4
O=C(NCc1ccccn1)C1CNCCN1C(=O)c1cnc2ccccc2c1 (stereo not given) | · | 7 | -2
Cc1cc(=O)oc2cc(OCC(=O)NC3CCCCC3)ccc12 | · | -7 | -2
CCOC(=O)CSc1nnc(N2CCN(c3ccc(F)cc3)CC2)s1 | -2 | 3 | 2
O=C(Nc1cccc(OCCn2cccn2)c1)N1CCc2ccccc2C1 | · | 6 | -6
COc1cc2c(cc1OC)C(c1cccs1)N(Cc1cc(=O)n3cc(C)ccc3n1)CC2 (stereo not given) | · | 3 | -4
C=c1c(C)cc2c3c1=C(O)C(=O)N3C(C)(C)CC2C (stereo not given) | · | -4 | -12
Cn1cc(C=C2C(=O)Nc3cccnc32)c2ccccc21 | · | 20 | -6
COc1cn(CC(=O)Nc2ccc(C)cc2)c(CSc2nc(C)cs2)cc1=O | -8 | -10 | -11
O=C(c1ccc(CSc2nc3ccccc3s2)cc1)N1C2CCC1CC(Oc1cccc(C(F)(F)F)c1)C2 (stereo not given) | -8 | 7 | -18
CCn1c(C)cc(O)c(C(c2ccc(C)cc2)N2CCN(c3ccccn3)CC2)c1=O (stereo not given) | · | 9 | -7
CC(C)S(=O)(=O)NC1=NCN(CCN(C)C)CN1 | -6 | · | -10
CC(=O)c1ccc(NC(=O)CSc2nc(=O)n(N3CCN(C)CC3)c3c2CCCC3)cc1 | -7 | 5 | -2
CNCC(=O)NCc1cccnc1N1CCN(c2ccccc2OC)CC1 | · | 22 | -1
c1ccc2c(c1)CCC2Cc1nn2c(C3CC3)nnc2s1 (stereo not given) | -14 | 2 | -8
CCC(CO)Nc1ncnc(N)c1[N+](=O)[O-] (stereo not given) | -5 | 15 | -3
CC1=NN(c2ccc(Cl)c(C(=O)O)c2)C(=O)/C1=C\c1ccc(-c2cc([N+](=O)[O-])ccc2Cl)o1 | -3 | 10 | 2
CCOC(=O)c1c(C)[nH]c(C(=O)C(C)SCC(=O)OC)c1C (stereo not given) | · | 1 | 4
c1ccc(-c2[nH]cnc2-c2cccc(-n3cccn3)c2)cc1 | · | 7 | -9

# One compound at a time (already shown). Screens in order: mcGAS lum, NPYLR7 agonist, hcGAS lum
# Results for CC1=NN(c2ccc(Cl)c(C(=O)O)c2)C(=O)/C1=C\c1ccc(-c2cc([N+](=O)[O-])ccc2Cl)o1 : -3, 10, 2
# Results for O=C1NC(=S)S/C1=C\c1ccc(OCCOc2ccc(C3CCCCC3)cc2)cc1 : -6, 0, -1
# Results for CN(C)CC1(O)CCCN(C(=O)c2cnc(N3CCOCC3)nc2)C1 (stereo not given) : -16, -2, -5

# 3 structures from above, ordered by molecular weight, lowest first.
SMILES | mcGAS lum | NPYLR7 agonist | hcGAS lum
O=C(O)/C=C/c1cnc[nH]1 | -4 | 4 | 5
C=CC[C@@H]1CC=C[C@@H](C)N1C(=O)Cn1ccc(=O)c2ccccc21 | · | 20 | -9
O=c1oc2ccc3ccccc3c2cc1-c1csc(Nc2ccc(F)cc2)n1 | -4 | 12 | -3

# The listing continues:
SMILES | mcGAS lum | NPYLR7 agonist | hcGAS lum
Clc1ccc(-c2csc3ncnc(N4CCCCCC4)c23)cc1 | -6 | 0 | -7
CC(=O)N1N=C(c2ccccc2)OC1C(=O)N[C@@H](CO)c1ccccc1 (stereo not given in full) | · | 7 | -10
COc1ccccc1-n1c(Cc2ccccc2)nnc1SCc1cccc(F)c1F | -5 | · | -3
CCOC(=O)C1(C)CCCCN1C(=O)c1ccc(OC)cc1OC (stereo not given) | · | 2 | -12
COc1ccc(N2C(=O)C(c3c(C)[nH]n(-c4cccc(Cl)c4)c3=O)=C(N3CCOCC3)C2=O)c(OC)c1 | -8 | -14 | -10
CCN(Cc1cnn(C)c1)C(=O)Cc1cc(F)ccc1C | · | -1 | -2
O=c1cccnn1CCNS(=O)(=O)c1ccc(Cl)s1 | · | 1 | -5
Cc1cc(C(=O)N(CCCN(C)C)c2nc3c(C)cccc3s2)on1 | · | 2 | -3
Cc1cccc(-c2nnn3c2nc(NCCC(C)C)c2ccccc23)c1 | -9 | -8 | -6
CCC(C)NC(=O)c1cc(NC(=O)Nc2cccc(Br)c2)ccc1N1CCN(c2ccccc2OC)CC1 (stereo not given) | 0 | 4 | 5
Cc1cccc(-n2c(SCC(=O)N3CCN(C(=O)c4ccc([N+](=O)[O-])cc4Cl)C(C)C3)nnc2-c2ccco2)c1 (stereo not given) | -6 | 18 | -2
O=c1c2cc3c(=O)n(-c4ccccc4)ccc3nc2ccn1CCCN1CCOCC1 | · | 3 | -8
CC(=O)c1c(C)nc(SSc2nc(C)c(C(C)=O)c(-c3ccccc3)c2C#N)c(C#N)c1-c1ccccc1 | 0 | 1 | 4
Cc1nc(CNC(=O)c2onc3ccccc23)nc2c1CCCC2 | -2 | -1 | 4
CCOc1ccc(C(=O)Nc2c(N)nc(SC)[nH]c2=O)cc1 | -8 | -5 | 6
CC(C)c1noc2nc(C3CC3)cc(C(=O)N3CCN(C)C(=O)C3)c12 | -10 | -4 | -9
CC1=C(C(=O)OC(C)C)C(c2ccc(NC(=O)C(C)(C)CCl)cc2)NC(=S)N1C (stereo not given) | 0 | 2 | 3
CC(=O)c1ccc(NC(=O)c2cnn3c(C(F)(F)F)cc(-c4ccc(Br)cc4)nc23)cc1 | -7 | -12 | -9
Cc1ccccc1-c1csc(C(C)(O)c2ccccc2)n1 (stereo not given) | · | 10 | -8
CC1(C)C2CCC1(C)C(NC(=O)C1CCCN(c3ncccn3)C1)C2 (stereo not given) | · | -19 | -13
O=C(/C=C/c1cscn1)NC(Cc1ccccc1)C(=O)NC1CC1 (stereo not given) | -3 | 3 | 3
CCN(Cc1cccs1)C(=O)NC(C)c1cccc(Br)c1 (stereo not given) | · | 3 | -2
Cc1nc(/C=C/C(=O)N(C)Cc2ccccc2C)cs1 | · | -8 | -1
COc1ccc(NC2CCCN(C(=O)Cc3sc(C)nc3C)C2)cc1OC (stereo not given) | · | 8 | -2
O=C(CCn1cccc1)N1CCOc2c(O)cc(-c3cccc(Cl)c3)cc2C1 | · | 11 | -1
CN(CC1CCOC1)C(=O)C1CCCCC1 (stereo not given) | -5 | · | -9
COCCNC(=O)c1cn(C)cc2c(=O)n(-c3ccccc3)nc1-2 | 1 | 7 | -1
CCSc1nc(CC(=O)NCc2ccncc2)cs1 | -10 | 1 | 2
COC(=O)c1ccc(CSC(C)C(=O)NCc2ccc(F)cc2)cc1 (stereo not given) | · | -2 | 1
O=C(CSc1nncc(=O)[nH]1)Nc1ccccc1 | -4 | 1 | -5
CCn1nc(-c2cccc(Br)c2)ccc1=O | · | 9 | -5
CC(=O)c1cccc(NC(=O)c2cc(=O)c(OCc3ccccc3)cn2C)c1 | · | 2 | -12
CCCCN(CC(=O)Nc1c(-c2ccccc2)c(C)nn1-c1ccc(OC)cc1)C(=O)Nc1ccc(Cl)cc1Cl | -3 | 9 | -3
O=c1[nH]nc(SCc2cc(Cl)ccc2Cl)c(=O)[nH]1 | 6 | 1 | 1
O=C(c1ccc(Cl)cc1)C1CCCN(C2CCN(c3ccc4c(c3)OCO4)CC2)C1 (stereo not given) | -11 | 4 | -4
CCS(=O)(=O)N1CCc2c(nc(-c3ccccn3)[nH]c2=O)C1 | -11 | 1 | -3
COc1ccccc1-n1c(SCC(N)=O)nnc1N1CCCCC1 | · | 2 | -4
N#Cc1ccc(-c2cccs2)nc1SCC(=O)c1ccc(Cl)cc1Cl | -6 | -8 | -7
CC(C)c1nc(CNC(=O)c2ccc(N3CCN(C)CC3)nc2)no1 | -17 | 7 | -5
Cc1cc(C(=O)Cn2ccsc2=N)c(C)n1C1CC1 | · | 5 | -7
CCc1nc(C)sc1CNc1nc(CCN)nc2sc(C)c(C)c12 | -2 | 1 | 0
Cc1cc(NC(=O)c2ccco2)sc1C(=O)Nc1ccc2c(c1)CCC2 | · | -2 | -4
C#CCNC(=O)c1ccc(=O)n(Cc2nc(C)c3ccccc3n2)c1 | -11 | 9 | -5
COC(=O)c1cccc(C(=O)N2CCCC(CCC(=O)N3CCN(C)CC3)C2)c1 (stereo not given) | · | 2 | 4
CC(=O)N1C[C@H]2[C@H](O)[C@@H]3C[C@H](C(=O)O)[C@@H](O3)[C@H]2C1 | -5 | 5 | -2
O=C(c1cc(=O)[nH]c2ccccc12)N1CCN(Cc2cccc(Cl)c2)CC1 | · | 8 | -7
CCNC(=O)Nc1ccc(N(C)C)c(CN(CC2CCCO2)C(=O)NC(C)(C)C)c1 (stereo not given) | -9 | 19 | -6
CCN(CC(=O)N1CCc2sccc2C1c1ccc(Cl)cc1Cl)S(=O)(=O)c1ccc2ccccc2c1 (stereo not given) | -5 | -1 | -3
CCOC(=O)N1CCN(C(C)C(=O)NC(=O)NC23CC4CC(CC(C4)C2)C3)CC1 (stereo not given) | · | 11 | -7
COc1ccc(N2C(=O)C(c3c(C(C)C)[nH]n(-c4ccc(F)cc4)c3=O)=C(N3CCOCC3)C2=O)c(OC)c1 | -8 | 8 | -7

# (list continues)
SMILES | mcGAS lum | NPYLR7 agonist | hcGAS lum
Cc1ccc(NC(=O)CSc2nc3c(c(=O)n2-c2cc(C)cc(C)c2)SCC3)cc1 | -7 | -3 | -6
O=C(CN1CCc2sccc2C1c1ccc(Cl)cc1)N1CCN(C(=O)c2cccc(Br)c2)CC1 (stereo not given) | -5 | 8 | -4
CCC(CC)n1ncc(C)c1NC(=O)c1cccc(C#CC(C)(C)O)c1 | -15 | 7 | -3
CC(=O)N(C)CC1=CCCN(Cc2ccc(S(C)(=O)=O)cc2)C1 | · | 9 | -5
CCOC(CCNC(=O)N1CC2CCC1C2)C(C)C (stereo not given) | · | 9 | -8
Cc1ccc2cc(CCNC(=O)CC(C)(C)C)c(=O)[nH]c2c1C | · | 2 | -7
COc1ccc(C2CC(c3ccc(Br)cc3)=NN2C(=O)c2ccc(Nc3nc(-c4ccccc4)c4cc(Cl)ccc4n3)cc2)cc1 (stereo not given) | 1 | -13 | -1
CCOCCCN(CC(=O)N(Cc1ccc2c(c1)OCO2)Cc1ccc(C)o1)C(=O)c1ccc(Cl)cc1 | -6 | 13 | -8
NC(=O)c1nc(-c2ccc([N+](=O)[O-])cc2)nc2c1[nH]c(=O)n2-c1cccc(Cl)c1 | -5 | 7 | -5

# Compound activity deposited in PubChem by Fisher Drug Discovery Resource Center.

# Hits appear at their usual frequency. Share with any hit: about 0.29%.
